TTR transcr act = activators of transthyretin transcription. hit rate 1.3% among 92,000. activation, % at 16.7 µM. SH-SY5Y TTR promoter Gaussia luciferase, luminescence; 100% = recombinant luciferase protein wells;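 active = activation above the mean of all tested compounds plus 3 SD, cut at about 9.5% in these data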;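 note: cells exposed to compounds for one day before reading; 0% = median of all test compound wells on the plate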
The depositor's hits bear a star. Some of the compounds tested; count on the stated rates, not on these rows.

SMILES	TTR transcr act
O=C(NCCN1CCOCC1)c1cc(-c2ccc(Cl)cc2Cl)on1	7.8
Cc1nn(-c2ccccc2)nc1-c1nnc(-c2ccc(C(F)(F)F)cc2)o1	1.7
CCCC1CCC2(CCCN2CCOC(=S)Nc2ccccc2)CC1 (stereo unspecified)	-2.6
CC1(C(=O)NCc2ccc(C(F)(F)F)cc2)CCN1Cc1c(F)cccc1F (stereo unspecified)	-1.6
COc1cc(CNCc2ccc3c(c2)OCO3)c([N+](=O)[O-])cc1OC	-1.2
O=C(c1c[nH]c2ccccc12)N1CCN(c2ccccc2)CC1	5.6
Cc1ccc(C(=O)n2ccc3ccc(-c4ccc5ccn(Cc6ccc(C#N)cc6)c5c4)cc32)cc1	-0.2
C=CC[C@H](CC(=O)NCCO)C(=O)N[C@@H](COC(=O)[C@H](CC=C)CC(=O)OC(C)(C)C)Cc1c[nH]c2ccccc12	-0.6
COc1cc(C#Cc2c(-c3ccccc3)n(C)c3ccccc23)cc(OC)c1	2.5
COCC(=O)N1C[C@H]2CON(C)[C@H]2C[C@H]1c1cccc(-c2ccccc2)c1	-0.2
O=C1c2ccccc2C(=O)N1CCc1c[nH]c2ccccc12	-0.8
O=C(O)c1ccccc1N=Cc1c(O)n(-c2nccs2)c(=O)c2ccccc12	4.3

5 consecutive records from above, for reference:
SMILES	TTR transcr act
O=C(NCCN1CCOCC1)c1cc(-c2ccc(Cl)cc2Cl)on1	7.8
Cc1nn(-c2ccccc2)nc1-c1nnc(-c2ccc(C(F)(F)F)cc2)o1	1.7
CCCC1CCC2(CCCN2CCOC(=S)Nc2ccccc2)CC1 (stereo unspecified)	-2.6
CC1(C(=O)NCc2ccc(C(F)(F)F)cc2)CCN1Cc1c(F)cccc1F (stereo unspecified)	-1.6
COc1cc(CNCc2ccc3c(c2)OCO3)c([N+](=O)[O-])cc1OC	-1.2

(listing goes on)
SMILES	TTR transcr act
O=C(NCCCn1ccnc1)c1cccc(S(=O)(=O)Nc2ccc(Br)cc2)c1	2.3
Cc1ccc(C(=O)OCC(=O)c2c[nH]c3ccccc23)cc1S(=O)(=O)N1CCCCC1	3.4
CC(C)NC(=O)CSc1nnc(-c2ccncc2)n1-c1ccccc1	0.6
COC(=O)C[C@@H]1C=C[C@@H](NS(=O)(=O)c2cccc(OC)c2)[C@@H](CO)O1	2.6
COc1ccc(Nc2nc3ccc(C)cc3cc2C#N)c(OC)c1	1.4
CSCCC(NC(=O)c1ccccc1Cl)C(=O)NCCOc1ccc(C)cc1 (stereo unspecified)	0.4
CC1C(c2ccccc2)OCCN1C=NC#N (stereo unspecified)	-0.6
Cc1nc2ccccc2n1Cc1ccc(Br)cc1	-2.6
CCCCOc1nc2ccccc2nc1C(C#N)C(=O)NC1CCCCC1 (stereo unspecified)	-1.5
CCN(CC)C(=S)Nc1ccc2nc3n(c(=O)c2c1)CCCCC3	1.4
Cc1ccc(CNC(=O)CCSCc2ccccc2C)cc1	1.7
Cc1noc(NS(=O)(=O)c2ccc(NC(=O)CC34CC5CC(CC(Br)(C5)C3)C4)cc2)c1C	0.4

Some of these compounds in order of molecular weight, smallest number first.
SMILES	TTR transcr act
Cc1nc2ccccc2n1Cc1ccc(Br)cc1	-2.6
O=C(c1c[nH]c2ccccc12)N1CCN(c2ccccc2)CC1	5.6
CCN(CC)C(=S)Nc1ccc2nc3n(c(=O)c2c1)CCCCC3	1.4

Five records drawn at random from the list so far:
SMILES	TTR transcr act
COC(=O)C[C@@H]1C=C[C@@H](NS(=O)(=O)c2cccc(OC)c2)[C@@H](CO)O1	2.6
Cc1noc(NS(=O)(=O)c2ccc(NC(=O)CC34CC5CC(CC(Br)(C5)C3)C4)cc2)c1C	0.4
COc1ccc(Nc2nc3ccc(C)cc3cc2C#N)c(OC)c1	1.4
Cc1nc2ccccc2n1Cc1ccc(Br)cc1	-2.6
CCN(CC)C(=S)Nc1ccc2nc3n(c(=O)c2c1)CCCCC3	1.4

Additional structures follow.
SMILES	TTR transcr act
CCCOc1ccc(C(C)=O)cc1CN1CCOCC1	8.1
S=C(NCc1ccccc1)N1CCN(c2cccc(Cl)c2)CC1	0.1
COc1ccc(/C=N/NC(=O)c2sccc2C)c2ccccc12	3.3
CCOc1c(C)cnc2c1c(=O)n(Cc1c(F)cccc1Cl)c(=O)n2C	-0.6
O=C(NCCCN1CCCC1=O)Nc1ccc(F)c(Cl)c1	-2.2
COC(=O)C(Cc1ccc(O)cc1)NC(=O)c1ccccc1 (stereo unspecified)	-0.1
CCOC(=O)c1c(C)[nH]c(C)c1C(=O)COC(=O)CCc1ccccc1	2.0
O=C(Nc1ccccc1N1CCN(C(=O)c2ccc(Cl)cc2)CC1)c1ccc2c(c1)OCO2	10*
Cc1cc(NC(=O)CN2C(=O)NC(C)(c3ccc(Cl)cc3Cl)C2=O)no1 (stereo unspecified)	-0.5
COc1ccc(COCC(O)CN2CCN(S(=O)(=O)c3c(F)cccc3F)CC2)cc1OC (stereo unspecified)	-0.9
COc1ccc(N2CCN(C(=O)NC34CC5CC(CC(C5)C3)C4)CC2)cc1	-0.7
COc1ccccc1CCc1nnc(CCC(=O)NCC2CCCO2)o1 (stereo unspecified)	2.6
S=c1[nH]nc(COc2ccccc2)n1/N=C/C=C/c1ccco1	3.2
Cc1ccnc(NC(=O)C(Cc2ccccc2)NC(=O)c2ccccc2)c1 (stereo unspecified)	0.2
COc1ccc(CCNC(=O)c2c(C)nn(CC(C)C)c2Cl)cc1	1.8
CS(=O)(=O)c1ccccc1C(=O)NCCC(c1ccccc1)c1ccccc1	0.1
O=C(NCc1ccc(F)cc1)C(c1ccco1)N(C(=O)c1csnn1)C1CC1 (stereo unspecified)	0.3
NC(=O)c1cccnc1Sc1ccc(Cl)cc1	3.4
Nc1ncnc(N)c1NC(=O)c1cc(Cl)c(OCc2ccccc2)c(Cl)c1	0.3
O=C(CCN1N=C(c2ccccc2)CCC1=O)NCCCN1CCOCC1	2.2
CSCCNCc1cn(-c2ccc(F)cc2F)nc1-c1ccccc1C	-1.8
CCC(C)C(NC(=O)c1ccccc1NC(=O)c1ccco1)C(=O)NNC(=O)c1ccc(OC)cc1 (stereo unspecified)	-1.3
CC(C)(N[C@@H](Cc1c[nH]c2ccccc12)C(=O)NCC(c1ccccc1)c1ccccc1)C(=O)NC1CCCCC1	-1.8
CCN(CC)S(=O)(=O)c1ccc2c(c1)nc(CCC(=O)O)n2CC	-0.1
Cc1ccc(C)c(NC(=O)c2cc(-c3cccnc3)nc3ccccc23)c1	1.1
COc1ccc(C(=O)O/N=C(\N)Cc2ccc(Cl)c(Cl)c2)cc1OC	-3.9
CCOC(=O)CSc1nnc2n(Cc3ccccc3)c(=O)c3c4c(sc3n12)CCC4	-0.9
Cn1cnnc1SCC(=O)N(Cc1ccc2c(c1)OCO2)C1(C(=O)NC2CCCCC2)CCCC1	5.2
CCN(CC)S(=O)(=O)c1ccc(N2CCOCC2)c(NC(=O)c2cc(C)cc(C)c2)c1	-2.9
CC(=O)Nc1nnc(-c2ccccn2)o1	1.3
Cc1cc(=O)oc2cc(OS(C)(=O)=O)ccc12	1.6
COc1ccc(-n2c(CSc3nc(C)cc(C)n3)nnc2SCC(=O)Nc2nccs2)cc1	-0.1
COCCNC(=S)N1CCc2cc(OC)c(OC)cc2C1COc1cc(C)cc(C)c1 (stereo unspecified)	3.8
O=C(Nc1ncc2c(n1)CC(c1ccco1)CC2=O)c1ccccc1 (stereo unspecified)	3.5
C#CCNC(=O)C[C@@H]1C[C@]2(C(=O)OCC)CCC3=C2N(CCC3)C1=O	-1.6
CCC(C)c1ccc(NC(=O)CSc2nncn2N)cc1 (stereo unspecified)	-0.3
CC(C)Sc1cc(N2CCOCC2)nc(-c2ccccc2)n1	0.2
CCN(CC)CCSc1nnc2c3cc(C)ccc3n(Cc3ccccc3)c2n1	-1.7
COc1cc(/C=N/NS(=O)(=O)c2ccc(Br)cc2)ccc1O	3.5
Cc1cc(Cl)ccc1OCC(=O)NCC(=O)N/N=C/c1ccco1	-1.9
COc1ccc(C)cc1N(CC(=O)NC1CCCC1)C(=O)Cn1nnc(-c2ccc(C)o2)n1	-0.3
COc1ccc(CCc2nc(C)ccc2O)cc1	-1.3
O=C1CCN(Cc2ccccc2)C(=O)N1c1ccccc1	0.6
CC1CN(c2nn3c(=O)c4ccccc4nc3c3ccccc23)CC(C)O1 (stereo unspecified)	-1.0
COc1ccc(C2=Nn3c(nnc3-c3ccc(OC)cc3)SC2)cc1	-0.7
Cc1ccc2c(c1)NCC(C(=O)NCc1ccccc1)O2 (stereo unspecified)	0.1
CC(=O)C1=C(O)C(=O)N(c2ccc(C)cc2)C1c1ccc([N+](=O)[O-])cc1 (stereo unspecified)	0.2
CC1CCCCC1NC(=O)Cn1nnc2ccccc2c1=O (stereo unspecified)	0.9
CNC(=O)c1ccsc1NC(=O)CS(=O)(=O)c1ccccc1	-1.7
CC(C)c1ncc(CO)n1Cc1c(Cl)cccc1Cl	-0.8
COc1ccccc1N1CC(C)(C)C(=O)N(C(=O)c2c(F)cccc2Cl)C1=S	2.4
COc1cc(SC)ccc1C(=O)NCc1ccc(C)cc1	-2.1
Cc1ccc(C(=O)Nc2cc(C(C)C)c(O)c(C(C)C)c2)cc1	2.5
CN(c1ccccc1)S(=O)(=O)c1cccc(NC(=O)CSc2ncc(C(F)(F)F)cc2Cl)c1	1.8
N/C(=N\NC(=O)c1ccccc1)c1cc2ccccc2oc1=O	-0.2
O=C(CN1C(=O)C2C3C=CC(C3)C2C1=O)N1CC=C(c2ccccc2)CC1 (stereo unspecified)	2.8
COC(=O)c1c(NC(=O)c2nn(C)cc2Cl)sc2c1CCCC2	4.1
Cn1c(CNc2ccccc2F)nc2ccccc21	0.7
Nc1nc(CN2CCc3ccccc3C2)nc(Nc2ccccc2)n1	2.5
COc1ccc(C2C=C(C)Nc3ncnn32)cc1 (stereo unspecified)	2.2

Other records follow:
SMILES	TTR transcr act
C#CC(CC)(CC)NC(=O)Nc1ccccc1C(=O)OC	0.4
COc1ccc(-c2c(C(F)(F)F)nn(C)c2NC(=O)c2cccnc2)cc1	0.3
CC(=O)N1CCc2c(sc(NC(=O)c3cccc(N4C(=O)CCC4=O)c3)c2C(N)=O)C1	0.2
O=C1Nc2ccccc2OCc2c1cccc2[N+](=O)[O-]	-0.5
O=C(Nc1ccc2c(c1)C(=O)NC2=O)c1ccccc1Cl	-0.5
CCN(CC)C(=O)CCc1nc2sc3c(c2c(=O)[nH]1)CCCC3	-0.7
O=C1NCCCC1C(=O)N/N=C/c1ccccc1[N+](=O)[O-] (stereo unspecified)	-1.8
COc1ccc(S(=O)(=O)n2c(N)nc3ccccc32)cc1	-1.2
Cn1cccc1C(=O)OCC(=O)c1ccc(Br)s1	0.9
Cc1cc(/C=C2/NC(=O)NC2=O)c(C)n1-c1ccc(N2CCOCC2)cc1	-1.3
CCOc1ccc(OCc2ccc(C(=O)N3CCCC(C)C3)cc2)cc1 (stereo unspecified)	-0.9
CCOC(=O)C1CCN(C(=O)c2ccccc2CCc2ccccc2)CC1	2.5
CC(C)(C)C(=O)CSc1nc2ncc(Br)cc2[nH]1	-0.8
O=C(Nc1ccccc1)N1CCCN(c2nccc(C(F)(F)F)n2)CC1	-2.2
CC(C)CC(c1nnnn1Cc1ccccc1)N1CCC(C(N)=O)CC1 (stereo unspecified)	18*
COc1cc(Br)c(CNc2cc(C)ccc2C)cc1OC	-3.0
Cc1ccc(CNC(=O)c2cccc3c2C(=O)c2ccc(N4CCCCC4)cc2S3(=O)=O)cc1	-3.9
COc1cc(-c2cc(OC)c(O)c(OC)c2)cc(OC)c1O	2.7
Cc1ccc(NC(=O)CSc2ccccn2)cc1S(=O)(=O)N1CCOCC1	-1.0
C=CCNc1nc(NCc2ccc(NC(C)=O)cc2)c2sc(-c3ccccc3)cc2n1	-4.4
CC(C)(O)[C@@H]1Cc2c(ccc3ccc(=O)oc23)O1	-1.1
COC(CC(=O)NNC(=S)Nc1ccccc1)OC	3.0
CN(C(=O)COC(=O)c1ccc2[nH]c3c(c2c1)CCCC3)C1CCS(=O)(=O)C1 (stereo unspecified)	0.3
CC(CCN1CCC(n2nccc2NC(=O)c2ccccc2Cl)CC1)c1ccccc1 (stereo unspecified)	0.6

Laid out differently: entries from further up.
TTR transcr act,mol
-0.8,CC(C)(C)C(=O)CSc1nc2ncc(Br)cc2[nH]1
-1.0,Cc1ccc(NC(=O)CSc2ccccn2)cc1S(=O)(=O)N1CCOCC1

(more compounds)
SMILES	TTR transcr act
Cc1cc(C(=O)Cn2nnc(-c3ccc(Cl)cc3)n2)c(C)n1-c1ccccc1	1.6
CO/N=C/NC(=O)C1=NOC(CNc2ncc(C(F)(F)F)cc2Cl)C1 (stereo unspecified)	-0.6
COc1ccccc1CC(NC(C)=O)C(=O)NC1CCN(C(=O)Nc2ccc(F)cc2)CC1 (stereo unspecified)	0.9
Cc1cc(=O)n2c3ccccc3n(CC(O)CN3CCCC3)c2c1C#N (stereo unspecified)	-0.4
Cc1csc(Nc2ccc(Cl)cc2)n1	2.0
CCN1CCCCC(NC(=O)COCc2ccccc2)C1=O (stereo unspecified)	-0.9
Cc1cc(C)nc(N(C#N)CN2C(=O)c3ccccc3S2(=O)=O)n1	-3.0
CC12CC(=O)C3C(CCC4=CC(=O)CCC43C)C1CC=C2CC(=O)O (stereo unspecified)	7.2
CCN(CC)c1nc(N2CCOCC2)nc2ccccc12	-1.2
Cc1ccc(S(=O)(=O)NN2C(=O)c3ccccc3NC2C)cc1 (stereo unspecified)	2.1
O=C(Nc1ccc2ccccc2n1)c1ccccc1	1.8
Cc1ccc(Cn2ccsc2=NC(=O)CCl)cc1	-1.0
COc1cc2ncnc(NCc3ccco3)c2cc1OC	1.5
CCOC(=O)C1CCN(C(=O)C2CCN(S(=O)(=O)c3cc(Cl)ccc3Cl)CC2)CC1	0.1

Bioassay records as filed in PubChem.
